EPAC2 agonist: activates human EPAC2 exchange factor; EPAC2 activation, biochemical qHTS; response scale: 100% = 6.5 mM cAMP response; actives 0.079% (n = 360,000); Potency, µM (top dose mostly 154 µM), inactives show top-dose activation, hits mostly activators; Q8WZA2; further: nearly all actives have a fitted effect of over 50% in size
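Fluorescence exchange assay: 100 nM EPAC2 with 250 nM RAP1B-BODIPY-GDP and 50 uM GDP; compounds tested as a concentration-titration series (qHTS). Loss of Rap1-bound BODIPY-GDP fluorescence read at 480/540 nm; data normalized to 6.5 mM cAMP.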
aSyn yeast inh: inhibitors of alpha-synuclein toxicity in yeast; Yeast expressing alpha-synuclein, growth rescue, BacTiter-Glo, 24 h; Potency, µM (doses to about 46.1 µM), for inactives: top-dose growth rescue (activation), actives largely listed as activators; actives 0.14% (n = 370,000); AID 652106; further: % of control where 0% means no effect; nearly all actives have a fitted effect of over 65% in size
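Readout is rescue of growth in alpha-synuclein-expressing yeast, so inhibitors of toxicity appear as activators. Growth after 24 hr at 30 deg C in galactose medium is quantified by luminescence.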
EPAC1 antag: antagonists of human EPAC1. O95398. EPAC1 GEF assay, Rap1b-BODIPY-GDP exchange fluorescence. Potency, µM (doses to about 115 µM), for inactives: at the top dose activity change, negative = inhibition, hits mostly inhibitors. actives 0.14% (n = 360,000). AID 720709;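 further: plate controls were vehicle for no effect and positive control for full effect; nearly all actives have a fitted effect of over 50% in size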
PTHR1 ag: activates the human parathyroid hormone receptor PTHR1. AID 743266. Potency, µM (top dose mostly 115 µM), for the others: at the top dose activation, most hits filed as activators. HEK293 GP2 PTHR1 cells, GloSensor cAMP luminescence, 1 h. actives 0.075% (n = 410,000); further: nearly all actives have a fitted effect of over 55% in size; some results filed as inactive show a strong effect at the top dose; inactives centre near -15; many of its hits are not listed in these tables
Target sequence (Q03431 whole entry, looked up): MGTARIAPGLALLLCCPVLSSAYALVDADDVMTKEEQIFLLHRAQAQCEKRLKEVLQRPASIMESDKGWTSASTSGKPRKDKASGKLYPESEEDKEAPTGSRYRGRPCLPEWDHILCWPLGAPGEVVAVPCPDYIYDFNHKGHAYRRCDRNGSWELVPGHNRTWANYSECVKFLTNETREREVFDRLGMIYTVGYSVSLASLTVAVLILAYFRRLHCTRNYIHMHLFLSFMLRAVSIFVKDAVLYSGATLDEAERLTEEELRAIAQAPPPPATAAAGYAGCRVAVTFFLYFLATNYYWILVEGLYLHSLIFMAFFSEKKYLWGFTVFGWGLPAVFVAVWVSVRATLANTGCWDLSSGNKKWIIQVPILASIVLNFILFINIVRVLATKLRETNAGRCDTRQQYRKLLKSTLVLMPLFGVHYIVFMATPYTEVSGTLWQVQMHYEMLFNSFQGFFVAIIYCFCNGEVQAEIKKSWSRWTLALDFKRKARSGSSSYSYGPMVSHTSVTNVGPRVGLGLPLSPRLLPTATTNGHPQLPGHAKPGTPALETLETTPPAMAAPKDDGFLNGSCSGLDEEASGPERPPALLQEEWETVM
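HEK-293-derived GP2 cells expressing PTHR1 and a GloSensor cAMP reporter, 3,000/well, plated overnight, given luciferin plus IBMX (each 0.5 mM as added) for 1 h at 37 °C, then compound for 1 h at 37 °C. Luminescence was read after 15 min at room temperature.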
EPAC2 antag: blocks human EPAC2 exchange factor. EPAC2 GEF exchange of Rap1B-BODIPY-GDP, fluorescence. Potency, µM (top dose mostly 114 µM), inactives show at the top dose activity, negative = inhibition, usual class: inhibitors. actives 0.18% (n = 360,000). AID 720708; further: on the % scale 0 is the no-effect control and ±100 the full control effect; nearly all actives have a fitted effect of over 45% in size; many of its hits are not listed in these tables
TDP43 rescue: TDP-43 toxicity inhibition in yeast | TDP-43 expressing yeast growth rescue, BacTiter-Glo, 24 h | Potency, µM (titrated, usually from 46.1 µM), for the others: top-dose growth rescue (activation), most hits filed as activators | AID 652104 | actives 1.8% (n = 410,000); further: % of control where 0% means no effect; nearly all actives have a fitted effect of over 50% in size
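Readout is BacTiter-Glo luminescence of cell growth, so inhibitors register as activators. TDP-43-expressing yeast at OD600=0.02 in galactose medium, after raffinose pregrowth to mid-log, were incubated with compound for 24 hr at 30 deg C.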
FUS yeast rescue: FUS proteinopathy suppression in yeast; Potency, µM (highest dose often 76.6 µM), for the others: top-dose growth rescue (activation), hits mostly activators; S. cerevisiae FUS-expressing, growth rescue, OD600, 24 h; actives 0.24% (n = 390,000);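 further: plate controls were DMSO vehicle for no effect and reference control for full effect; nearly all actives have a fitted effect of over 55% in size; some results filed as inactive show a strong effect at the top dose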
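Yeast FUS proteinopathy model; galactose-induced FUS (2%), starting OD 0.005. Cpds in dilution series, 24hr, 30C, 99% humidity. Abs 600 nm growth. Pos ctrl CP55940 (top 92uM final); neg ctrl DMSO.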
EPAC1 agonist: EPAC1 (human) agonism; O95398; EPAC1 agonist qHTS, biochemical assay; response scale: 100% = response to 6.5 mM cAMP; Potency, µM (series often up to 154 µM), for inactives: top-dose activation, most hits filed as activators; actives 0.073% (n = 360,000); AID 720707; further: nearly all actives have a fitted effect of over 60% in size
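Normalized to 6.5 mM cAMP, activity reflects EPAC1-catalysed release of BODIPY-GDP from Rap1B, followed kinetically over 30 min at 480 nm excitation, 540 nm emission. Reaction contained 100 nM EPAC1, 250 nM Rap1B-BODIPY-GDP, 50 uM GDP.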
* = called active by the depositor; i = inactive; ? = inconclusive; / = not tested or not shown; & = joins results of further samples; [ ] = dose if it differs, or a comment. The call rests on the fitted dose curve; in most records, active means well fitted curve in the direction sought with a large enough effect; inconclusive means small, poorly fitted or top-dose-only effect, or another doubt; inactive means no such curve, though single readings can be large; an effect the other way counts as inactive or inconclusive. Potency means the concentration at half of the fitted maximal effect.

[1] O=C(c1cc([N+](=O)[O-])ccc1N1CCNCC1)N1CCOCC1
[2] CCCc1nc2ccc(Br)cc2c(=O)n1-c1ccc([N+](=O)[O-])c(C(F)(F)F)c1
[3] COC(=O)Cn1cc(/C=C2\C(=O)NC(=O)N(c3ccc(OC)cc3)C2=O)c2ccccc21
[4] COC(=O)C1=C(c2ccc(C(C)=O)cc2)C[C@@H]2CC[C@H]1N2C(=O)NC1CC1
[5] COc1cc2c(cc1OC)-c1c3c(cc4c1[C@@H](C2)N(C)CC4)OCO3
[6] C=CCN1C(=O)NC(=O)C(Cc2ccc(OC)c(OC)c2)C1=O (configuration not stated)

Compound	1	2	3	4	5	6
EPAC2 agonist	0%	-2%	-83%[inhibitor]	5%	4%	4%
aSyn yeast inh	-9%	-15%	-12%	-3%	1%	4%
EPAC1 antag	-1%	-2%	-24%	-2%	?	-20%
PTHR1 ag	-23%	-25%	i	i	1%	i
EPAC2 antag	5%	-12%	63%[activator]	-2%	-5%	-2%
TDP43 rescue	15%	11%	-30%	8%	-2%	12%
FUS yeast rescue	/	/	7%	-3%	10%	12%
EPAC1 agonist	0%	-7%	-15%	-11%	5%	2%

[7] Nc1ccccc1C(=O)OCc1ccc([N+](=O)[O-])cc1
[8] C[N+](C)(C)CC(=O)O
[9] O=C(C(=O)N1CCOCC1)c1cn(Cc2c(F)cccc2Cl)c2ccccc12
[10] CN(C)[C@@H]1C(=O)C(C(N)=O)=C(O)[C@@]2(O)C(=O)C3=C(O)c4c(O)ccc(Cl)c4[C@@](C)(O)C3C[C@@H]12 (some centres not stated)
[11] C=C(C)CSc1nnc([C@@H](N)Cc2c[nH]c3ccccc23)o1
[12] N#CC1=C(N)Oc2cc(O)ccc2C1c1ccc2c(c1)OCO2 (configuration not stated)

Compound	7	8	9	10	11	12
EPAC2 agonist	-2%	-2%	-2%	20%	4%	5%
aSyn yeast inh	0%	-1%	0%	1%	2%	-2%
EPAC1 antag	?	3%	-7%	?	12%	-12%
PTHR1 ag	-13%	-4%	i	i	-4%[57.5 µM]	-31%
EPAC2 antag	-2%	4%	-12%	-9%	3%	-26%
TDP43 rescue	14%	?	3%	9%	-2%	-10%
FUS yeast rescue	0%	-19%	-7%	43%	15%	17%
EPAC1 agonist	-7%	7%	-11%	-13%	4%	0%

[13] FC(F)(F)c1cccc(CC2CN(Cc3ccccc3)Cc3ccccc3N2c2cc(Cl)cc(Cl)c2)c1 (configuration not stated)
[14] CCC(=Nc1cc(OC)ccc1OC)c1c(O)[nH]c(=O)[nH]c1=O
[15] C[C@]12CC[C@H]3[C@@H](CCC4=CC(=O)CC[C@@H]43)[C@@H]1CC[C@@H]2O
[16] CCN(CC)CCCN=Cc1c(O)n(CCc2ccc(F)cc2)c(=O)[nH]c1=O
[17] Cc1ccc(OCCn2cccc2/C=C2/C(=O)NC(=O)N(Cc3ccco3)C2=O)cc1
[18] COC(=O)c1ccccc1N=Cc1c(O)[nH]c(=S)[nH]c1=O

Compound	13	14	15	16	17	18
EPAC2 agonist	-3%	3%	4%	10%	-3%	0%
aSyn yeast inh	-10%	2%	-5%	3%	12%	0%
EPAC1 antag	12%	10%	-14%	-17%	?	1%
PTHR1 ag	-24%	i	i	-52%[inhibitor][57.5 µM]	-21%	-2%
EPAC2 antag	3%	2%	12%	0%	0%	-5%
TDP43 rescue	3%	0%	1%	-3%	-10%	?
FUS yeast rescue	-1%	39%	-27%	-9%	14%	-14%
EPAC1 agonist	-3%	4%	/	-6%	1%	-4%

[19] CN1CCN(c2ccc(/C=C3\C(=O)NC(=S)N(c4cccc(Br)c4)C3=O)o2)CC1
[20] O=C1NC(=S)N(c2ccccc2)C(=O)/C1=C/c1ccco1
[21] CN1CCN(/N=C/c2c[nH]c3ccccc23)CC1
[22] CCOC(=O)C1=C(N)OC2=C(C(=O)CCC2)C12C(=O)N(C)c1ccccc12 (configuration not stated)
[23] O=c1c(/C=N/N2CCOCC2)c(O)n(-c2ccccc2)c(=S)n1-c1ccccc1
[24] Fc1ccccc1CCNCc1cccc2ccccc12

Compound	19	20	21	22	23	24
EPAC2 agonist	15%	4%	8%	-1%	1%	0%
aSyn yeast inh	-16%	-7%	-12%	0%	1%	6%
EPAC1 antag	-16%	20µM*	-7%	-5%	-9%	-4%
PTHR1 ag	i	-9%	i	-7%	i	i
EPAC2 antag	3%	-25%	2%	-27%	0%	1%
TDP43 rescue	-4%	-19%	-10%	-20%	-8%	9%
FUS yeast rescue	?	17%	-9%	13%	11%	/
EPAC1 agonist	25%	21%	2%	4%	11%	10%

[25] NP(=O)(Oc1ccc(Cl)cc1)Oc1ccc(Cl)cc1
[26] COC(=O)C1=C(c2ccc(OCc3ccccc3)cc2)C[C@@H]2CC[C@H]1N2C(=O)NCCc1ccc(F)cc1
[27] CCC1(CC)C(=O)NC(=NCCc2c[nH]c3ccccc23)NC1=O
[28] O=P(C(=Nc1ccc(Cl)cc1)N1CCOCC1)(N1CCOCC1)N1CCOCC1
[29] CN1CCN(/N=C/c2c(O)n(C)c(=O)n(C)c2=O)CC1
[30] CCCN(CCC)[C@@H]1CCc2cccc(O)c2C1

Compound	25	26	27	28	29	30
EPAC2 agonist	3%	19%	-1%	-4%	1%	-8%
aSyn yeast inh	-3%	-9%	-1%	-1%	2%	-2%&3%
EPAC1 antag	-16%	-3%	-8%	2%	8%	7%
PTHR1 ag	-17%	-54%[inhibitor]	-3%[57.5 µM]	i	-10%	-24%
EPAC2 antag	-1%	-3%	-1%	16%	4%	12%
TDP43 rescue	-8%	12%	12%	-7%	13%	24%
FUS yeast rescue	0%	41%	21%	4%	0%	-24%
EPAC1 agonist	8%	2%	3%	-5%	3%	-9%

[31] Cc1ccc(S(=O)(=O)NC(Cc2cnc[nH]2)C(=O)O)cc1 (configuration not stated)
[32] OC(COCc1ccc(Cl)cc1)CN1CC=C(c2ccccc2)CC1 (configuration not stated)
[33] CCN(CC)c1ccc(N=Cc2c(O)[nH]c(=O)[nH]c2=O)cc1
[34] CCN(CC)P(=O)(Nc1ccc([N+](=O)[O-])cc1)c1c(C)nn(CCC#N)c1NC(=O)c1ccc(Cl)cc1Cl (configuration not stated)
[35] Cc1cccc(N2C(=O)NC(=O)/C(=C\C=C\c3ccco3)C2=O)c1
[36] CC(=O)Cc1ccc(OC(C)C)cc1

Compound	31	32	33	34	35	36
EPAC2 agonist	4%	15%&7%	8%	-14%	16%	8%
aSyn yeast inh	1%	14%&1%	0%	1%	1%	12%
EPAC1 antag	2%	12%&-1%	-10%	-1%	-7%	18%
PTHR1 ag	i	-2%&-10%	i	-25%	-32%[inhibitor]	5%
EPAC2 antag	16%	-3%&0%	7%	-10%	8%	6%
TDP43 rescue	7%	-31%&-18%[inhibitor]	15%	5%	0%	3%
FUS yeast rescue	-17%	7%&2%	-2%	-3%	12%	-17%
EPAC1 agonist	-2%	2%&7%	6%	-11%	0%	3%

[37] Nc1c(Cl)cc([N+](=O)[O-])cc1Cl
[38] CCOc1ccc(N=Cc2c(O)n(-c3ccc(C)c(C)c3)c(=O)[nH]c2=O)cc1
[39] C=CC[C@@H](CC(=O)N[C@H](CO)Cc1ccccc1)C(=O)NCCOC(=O)[C@@H](CC=C)Cc1ccc(F)cc1
[40] COc1ccc(NC(=O)CN2C3CCC2CC(O)(c2cccnc2)C3)cc1OC (configuration not stated)
[41] C=COCCn1c(C)c(C(=O)OCC)c2cc(O)ccc21
[42] CCCCn1c(O)c(C=NCCCN(CC)CC)c(=O)[nH]c1=O
[43] CC(=O)c1c(C)n(C2CCCCC2)c2ccc(O)cc12
[44] CCn1cc(CN2CCCC(C(=O)c3sccc3C)C2)cn1 (configuration not stated)
[45] O=C1C(=O)c2ccccc2-c2ccccc21

Compound	37	38	39	40	41	42	43	44	45
EPAC2 agonist	0%	-10%	5%	0%	6%	-20%	4%	5%	21%
aSyn yeast inh	-1%	0%	-1%	0%	-3%	0%	0%	-2%	?
EPAC1 antag	-6%	10%	?	-16%	31%[activator]	-5%	-2%	-17%	8.9µM*
PTHR1 ag	-11%	i	i	-7%[57.5 µM]	-1%[57.5 µM]	-4%[57.5 µM]	-72%[inhibitor]	i	-55%[inhibitor]
EPAC2 antag	-12%	-7%	9%	9%	19%	22%[57.1 µM]	11%	-4%	?
TDP43 rescue	?	-1%	-2%	-8%	11%	-2%	-13%	-10%[9.22 µM]	?
FUS yeast rescue	1%	?	26%	10%	11%	-14%	-13%	12%	-28%
EPAC1 agonist	-5%	-1%	-30%	-9%	4%	2%	-19%	-3%	-17%

Screening results (PubChem BioAssay)

An excerpt, so the mix of outcomes need not match the whole.
